Source: PubChem BioAssay (Broad Institute)
BioA inh – blocks M. tuberculosis BioA enzyme activity. purified M. tuberculosis BioA enzyme, plate reader. inhibition, % at 9.99 µM. 360,000 tested, 0.096% active; in the data active = inhibition above about 40%
* = called active by the depositor. Only part of the results is shown (hit frequency here may not be typical).

SMILES	BioA inh
CC(=O)N1CCCCN2[C@H](CO)[C@@H](c3ccc(-c4cccc(C(=O)N(C)C)c4)cc3)[C@H]2C1	2.9
C[C@@H]1CN([C@H](C)CO)C(=O)c2cc(NC(=O)C3CCCCC3)ccc2O[C@@H]1CN(C)C(=O)Nc1ccc2c(c1)OCO2	0.1
Cc1noc(C)c1NC(=O)NCC[C@@H]1CC[C@H](NC(=O)c2ccncc2)[C@@H](CO)O1	-2.7
C[C@@H]1CCCCO[C@@H](CN(C)C(=O)Nc2ccc(C(F)(F)F)cc2)[C@H](C)CN([C@@H](C)CO)C(=O)c2cc(NC(=O)c3ccccc3)ccc2O1	-1.0
CC(C)C#Cc1ccc2c(c1)O[C@@H](CN(C)C(=O)NC(C)C)[C@@H](C)CN([C@@H](C)CO)S2(=O)=O	-1.4
C[C@H]1CN([C@@H](C)CO)C(=O)c2cc(/C=C/c3ccccc3)cnc2O[C@@H]1CN(C)C(=O)C1CCC1	-1.8
CNC[C@@H]1Oc2ccc(NS(=O)(=O)c3ccc(C)cc3)cc2CC(=O)N([C@@H](C)CO)C[C@H]1C	-7.0
C[C@H](CO)N1C[C@H](C)[C@H](CN(C)C(=O)Cc2ccccc2)OCCCC[C@H](C)Oc2ccc(NC(=O)Nc3cccc4ccccc34)cc2C1=O	-0.3
C[C@H](CO)N1C[C@H](C)[C@@H](CN(C)C(=O)c2ccncc2)OCCCC[C@H](C)Oc2ccc(NS(C)(=O)=O)cc2C1=O	1.8
C[C@H](CO)N1C[C@H](C)[C@H](CN(C)C(=O)NC2CCCCC2)Oc2ccc(NC(=O)Cc3cn(C)c4ccccc34)cc2CC1=O	-1.4
O=C(Cc1ccccn1)NCC[C@H]1CC[C@H](NS(=O)(=O)c2ccc(Cl)cc2)[C@@H](CO)O1	-3.6
O=C(NCC1CC1)[C@H]1[C@H](CO)[C@H]2Cn3c(ccc(-c4ccc(F)cc4)c3=O)[C@@H]1N2	0.2
CCC(=O)N(C)C[C@H]1Oc2ncc(/C=C/c3ccccc3)cc2C(=O)N([C@@H](C)CO)C[C@H]1C	-0.9
COCC(=O)N1[C@@H]2CN(C(=O)C3CC3)c3ccccc3[C@@H]2[C@@H]1CO	1.0
C[C@@H]1CN([C@@H](C)CO)C(=O)c2cccc(NC(=O)c3cnccn3)c2O[C@H]1CN(C)Cc1ccc2c(c1)OCO2	-2.2
CC(C)C#Cc1cnc2c(c1)C(=O)N([C@H](C)CO)C[C@H](C)[C@@H](CN(C)C(=O)Nc1ccccc1F)O2	2.1
O=C(C1CC1)N1C[C@H]2[C@@H](c3ccccc31)[C@@H](CO)N2Cc1ccccc1Cl	-8.6
C[C@H]1CN([C@@H](C)CO)C(=O)c2cc(NC(=O)Nc3ccc4c(c3)OCO4)ccc2O[C@H]1CN(C)S(=O)(=O)c1cn(C)cn1	2.7
C[C@@H]1CCCCO[C@@H](CN(C)Cc2ccccc2)[C@H](C)CN([C@@H](C)CO)C(=O)c2cc(NC(=O)Cc3ccccc3)ccc2O1	2.9
COc1ccc(S(=O)(=O)Nc2cccc3c2O[C@@H](CN(C)C(=O)Nc2ccccc2)[C@@H](C)CN([C@@H](C)CO)C3=O)cc1	-2.7
CN1C(=O)c2cc(NC(=O)C3CCOCC3)ccc2OC[C@@H]2O[C@H](CC(=O)NCC3CC3)CC[C@@H]21	-0.4
COc1ccc(-c2cnc3c(c2)C(=O)N([C@H](C)CO)C[C@H](C)[C@@H](CN(C)C(=O)Cc2ccncc2)O3)cc1	0.8
Cc1noc(C)c1NC(=O)Nc1cccc2c1O[C@@H](CN(C)C(=O)Nc1ccc3c(c1)OCO3)[C@H](C)CN([C@H](C)CO)C2=O	1.1
O=S(=O)(Cc1ccccc1)NCC[C@H]1CC[C@@H](NS(=O)(=O)c2ccccc2)[C@H](CO)O1	-0.4
C[C@H](CO)N1C[C@H](C)[C@@H](CN(C)Cc2ccccc2)Oc2cc(/C=C/c3ccccc3)ccc2S1(=O)=O	-5.4
Cc1ccc(S(=O)(=O)Nc2ccc3c(c2)C(=O)N([C@@H](C)CO)C[C@H](C)[C@@H](CN(C)C(=O)NC2CCCCC2)OCCCC[C@H](C)O3)cc1	-0.9
O=C(NC[C@@H]1N[C@@H](CO)[C@H]1c1ccccc1)C1CCCC1	-1.6
Cc1noc(C)c1NC(=O)N(C)C[C@H]1Oc2ccc(NC(=O)NC(C)C)cc2C(=O)N([C@@H](C)CO)C[C@H]1C	-1.0
C[C@@H]1CN([C@H](C)CO)S(=O)(=O)c2ccc(C#Cc3ccccc3F)cc2O[C@@H]1CN(C)CC1CCOCC1	-1.4
Cc1noc(C)c1S(=O)(=O)N(C)C[C@H]1OCCCC[C@@H](C)Oc2ccc(NC(=O)NC(C)C)cc2C(=O)N([C@@H](C)CO)C[C@H]1C	6.1
COc1ccc(S(=O)(=O)N(C)C[C@@H]2Oc3c(NC(=O)c4ccc(-c5nccs5)cc4)cccc3C(=O)N([C@H](C)CO)C[C@H]2C)cc1	-1.6
CS(=O)(=O)N1CCCCN2[C@@H](CO)[C@H](c3ccc(C#Cc4ccccn4)cc3)[C@@H]2C1	-0.3
O=C(C[C@H]1C=C[C@H](NC(=O)C2CC2)[C@@H](CO)O1)NCc1ccncc1	4.2
COc1ccccc1-c1cn(CC[C@@H]2CC[C@H](NC(=O)C3CCCCC3)[C@@H](CO)O2)nn1	6.4
COc1ccccc1NC(=O)N1C[C@@H]2[C@H](c3ccccc31)[C@H](CO)N2C(=O)C1CC1	-1.5
O=C(C[C@H]1C[C@@H]2c3cc(NC(=O)Nc4ccc(F)cc4)ccc3O[C@@H]2[C@@H](CO)O1)NCC(F)(F)F	1.3
CC(C)NC(=O)N(C)C[C@@H]1OCCCC[C@H](C)Oc2ccc(NC(=O)c3ccccc3)cc2C(=O)N([C@@H](C)CO)C[C@H]1C	-0.6
COc1ccc(-c2ccc3n(c2=O)C[C@@H]2[C@@H](CO)[C@H](C(=O)NC4Cc5ccccc5C4)N[C@H]32)cc1	-1.4
C[C@H](CO)N1C[C@H](C)[C@@H](CN(C)C(=O)Nc2cccc(F)c2)OCc2ccccc2-c2c(n(C)c3ccccc23)C1=O	-0.2
C[C@H](CO)N1C[C@H](C)[C@H](CN(C)S(=O)(=O)c2ccc(F)cc2)Oc2ccc(NC(=O)CCCN(C)C)cc2C1=O	6.3
C/C=C/c1ccc2c(c1)O[C@H](CN(C)C(=O)CN1CCOCC1)[C@@H](C)CN([C@H](C)CO)S2(=O)=O	0.8
C/C=C/c1ccc([C@H]2[C@H](CO)N(C(=O)CC)[C@H]2CN(C)S(C)(=O)=O)cc1	-4.8
C[C@@H]1CCCCO[C@H](CN(C)S(=O)(=O)c2cccs2)[C@H](C)CN([C@@H](C)CO)C(=O)c2cc(NC(=O)Nc3ccc4c(c3)OCO4)ccc2O1	-1.9
CC(C)NC(=O)N[C@H]1C=C[C@H](CC(=O)O)O[C@H]1CO	-2.0
C[C@@H]1CN([C@@H](C)CO)C(=O)c2cc(C#CC3CC3)cnc2O[C@H]1CN(C)Cc1ccccn1	3.4
CN1C(=O)c2cc(NC(=O)c3cccc(F)c3)ccc2OC[C@H]2O[C@H](CC(=O)N3CCc4ccccc4C3)CC[C@@H]21	9.3
C[C@H]1CN([C@@H](C)CO)C(=O)c2cc(C#CCN(C)C)cnc2O[C@@H]1CN(C)Cc1ccc2c(c1)OCO2	1.1
COc1ccc(CN(C)C[C@H]2Oc3ccc(NC(=O)Nc4cccc5ccccc45)cc3C(=O)N([C@H](C)CO)C[C@@H]2C)cc1	-0.4
COc1ccc(NC(=O)N(C)C[C@H]2Oc3ccc(NS(C)(=O)=O)cc3C(=O)N([C@@H](C)CO)C[C@H]2C)cc1	-0.9
C[C@@H]1CCCCO[C@@H](CN(C)C(=O)Nc2ccc3c(c2)OCO3)[C@H](C)CN([C@@H](C)CO)C(=O)c2cc(NC(=O)C3CCCCC3)ccc2O1	-2.6
C[C@@H]1CCCCO[C@H](CN(C)C)[C@H](C)CN([C@H](C)CO)C(=O)c2cc(NC(=O)Cc3ccccc3)ccc2O1	-0.3
CCC(=O)N1CC[C@@H]2[C@H]1c1cc(C#Cc3cccc(F)c3)ccc1N(C)[C@H]2CO	2.8
CCCN1C[C@@H](C)[C@H](OC)CN(C)C(=O)c2ccc(NC(=O)c3ccccc3)cc2OC[C@@H]1C	1.7
O=C(N[C@H]1C=C[C@@H](CC(=O)N2CCCCC2)O[C@@H]1CO)c1ccc2c(c1)OCO2	-1.2
O=C(NCC[C@@H]1CC[C@@H](NC(=O)C2CCCCC2)[C@H](CO)O1)c1cc(Cl)cc(Cl)c1	1.2
CCC(=O)Nc1ccc2c(c1)C(=O)N(C)C[C@@H](OC)[C@@H](C)CN(C(=O)c1ccc(F)cc1)[C@@H](C)CO2	-2.6
C[C@H]1CN([C@@H](C)CO)S(=O)(=O)c2ccc(Br)cc2O[C@@H]1CN(C)Cc1ccncc1	2.5
C[C@H]1CN([C@@H](C)CO)S(=O)(=O)c2ccc(-c3cccc(C#N)c3)cc2O[C@H]1CN(C)Cc1ccccn1	2.7
COCC(=O)Nc1ccc2c(c1)OC[C@H](C)N(CCc1ccccc1)C[C@H](C)[C@H](OC)CN(C)C2=O	0.5
Cc1ccc(S(=O)(=O)Nc2ccc3c(c2)C(=O)N([C@@H](C)CO)C[C@@H](C)[C@H](CN(C)C(=O)C2CCCCC2)OCCCC[C@@H](C)O3)cc1	1.0
Following part
SMILES	BioA inh
C[C@@H]1CCCCO[C@@H](CN(C)C(=O)CCC(F)(F)F)[C@@H](C)CN([C@H](C)CO)C(=O)c2cc(NC(=O)CCCN(C)C)ccc2O1	0.3
CC(C)NC(=O)N(C)C[C@@H]1Oc2ccc(NC(=O)Nc3ccc(F)cc3)cc2C(=O)N([C@@H](C)CO)C[C@H]1C	-3.6
C[C@H]1CN([C@@H](C)CO)C(=O)c2cc(NC(=O)Nc3ccc(C(F)(F)F)cc3)ccc2O[C@@H]1CN(C)Cc1ccc(C(F)(F)F)cc1	-0.1
C[C@H](CO)N1C[C@H](C)[C@@H](CN(C)Cc2ccncc2)Oc2ccc(NS(=O)(=O)c3cn(C)cn3)cc2CC1=O	2.8
COc1cccc(-c2ccc([C@H]3[C@H]4CN(C(=O)Cc5ccncc5)CCCCN4[C@H]3CO)cc2)c1	3.9
COc1ccc(NC(=O)N(C)C[C@@H]2Oc3ccc(NS(C)(=O)=O)cc3C(=O)N([C@@H](C)CO)C[C@@H]2C)cc1	-0.7
C[C@@H]1CN([C@@H](C)CO)S(=O)(=O)c2ccc(C3=CCCC3)cc2O[C@H]1CN(C)CC1CC1	1.4
C[C@@H]1CN([C@H](C)CO)S(=O)(=O)c2ccc(C3=CCCCC3)cc2O[C@H]1CN(C)C(=O)Nc1ccc2c(c1)OCO2	1.5
CO[C@@H]1CN(C)C(=O)c2ccc(NC(=O)c3ccc(F)cc3)cc2OC[C@H](C)NC[C@H]1C	-2.2
CC(C)CN(C[C@H]1N[C@H](CO)[C@@H]1c1ccccc1)C(=O)CN(C)C	-1.9
C[C@H]1CN([C@@H](C)CO)C(=O)Cc2cc(NS(=O)(=O)c3ccccc3)ccc2O[C@@H]1CN(C)Cc1ccc(C(=O)Nc2ccccc2N)cc1	2.9
C[C@@H]1CN([C@@H](C)CO)C(=O)Cc2cc(NC(=O)Cn3cnnn3)ccc2O[C@@H]1CN(C)C(=O)Nc1ccc(C(F)(F)F)cc1	-0.4
O=C(C[C@H]1CC[C@@H]2[C@H](COC[C@H](O)CN2C(=O)Nc2cc(Cl)cc(Cl)c2)O1)NCC1CCCCC1	1.2
COCC(=O)N1[C@H](CO)[C@H]2c3ccccc3NC[C@H]21	-2.1
Cc1ccc(S(=O)(=O)Nc2ccc3c(c2)C(=O)N([C@H](C)CO)C[C@H](C)[C@H](CN(C)C(=O)c2ccccc2)OCCCC[C@@H](C)O3)cc1	2.1

The last seven records of the part before come first, to join the parts:
SMILES	BioA inh
CO[C@@H]1CN(C)C(=O)c2ccc(NC(=O)c3ccc(F)cc3)cc2OC[C@H](C)NC[C@H]1C	-2.2
CC(C)CN(C[C@H]1N[C@H](CO)[C@@H]1c1ccccc1)C(=O)CN(C)C	-1.9
C[C@H]1CN([C@@H](C)CO)C(=O)Cc2cc(NS(=O)(=O)c3ccccc3)ccc2O[C@@H]1CN(C)Cc1ccc(C(=O)Nc2ccccc2N)cc1	2.9
C[C@@H]1CN([C@@H](C)CO)C(=O)Cc2cc(NC(=O)Cn3cnnn3)ccc2O[C@@H]1CN(C)C(=O)Nc1ccc(C(F)(F)F)cc1	-0.4
O=C(C[C@H]1CC[C@@H]2[C@H](COC[C@H](O)CN2C(=O)Nc2cc(Cl)cc(Cl)c2)O1)NCC1CCCCC1	1.2
COCC(=O)N1[C@H](CO)[C@H]2c3ccccc3NC[C@H]21	-2.1
Cc1ccc(S(=O)(=O)Nc2ccc3c(c2)C(=O)N([C@H](C)CO)C[C@H](C)[C@H](CN(C)C(=O)c2ccccc2)OCCCC[C@@H](C)O3)cc1	2.1
C[C@H]1CN([C@@H](C)CO)C(=O)c2cc(NC(=O)Nc3ccccc3)ccc2O[C@H]1CN(C)C	-1.7
COC(=O)[C@@H]1[C@@H](CO)[C@@H]2Cn3c(ccc(C4=CCCCC4)c3=O)[C@H]1N2Cc1ccccn1	1.6
Cc1ccccc1S(=O)(=O)N(C)C[C@@H]1OCc2ccccc2-c2c(n(C)c3ccccc23)C(=O)N([C@@H](C)CO)C[C@H]1C	-0.5
CC(=O)N[C@@H]1CC[C@@H](CCNC(=O)C2CCC2)O[C@H]1CO	-3.9
CC(=O)N(C)C[C@H]1Oc2ncc(C#CC(C)(C)O)cc2C(=O)N([C@H](C)CO)C[C@@H]1C	-0.1
C[C@H]1CN([C@@H](C)CO)C(=O)c2cccc(NS(=O)(=O)c3ccc(Cl)cc3)c2O[C@H]1CN(C)Cc1ccc2c(c1)OCO2	-1.0

Quoted at random: two compounds from above, in no set order.
SMILES	BioA inh
CC(=O)N[C@@H]1CC[C@@H](CCNC(=O)C2CCC2)O[C@H]1CO	-3.9
C[C@H]1CN([C@@H](C)CO)C(=O)c2cc(NC(=O)Nc3ccccc3)ccc2O[C@H]1CN(C)C	-1.7
